Assay outcomes (PubChem BioAssay)
LANA DNA inh: inhibitors of KSHV LANA C-terminal domain DNA binding | hit rate 0.078% among 340,000 | MBP-C-LANA/FAM-LBS DNA binding, fluorescence polarization | inhibition, % at 9 µM;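 active means highest replicate inhibition at or above 60% at 9 µM, even if other replicates fall short; inactive means all replicates below 60% inhibition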;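 further: 0% = neutral control wells and 100% = 4 µM acridine orange control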
RTF Ca sens act: cardiac RTF calcium sensitization; P19429+P45379; IANBD-labeled TnC RTF fluorescence at EC20 calcium; 0% EC20 calcium, 100% full calcium; activation, % at 7.2 µM; hit rate 0.24% among 340,000; AID 493008;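 active means activation above the mean over all tested compounds plus 3 SD, cut at about 30% in these data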;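 further: rise in fluorescence read as greater calcium sensitivity of cardiac thin filaments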
CAL-PDZ inh HTS: CAL PDZ (human) peptide binding inhibition | Q9HD26 | purified CAL PDZ, TMR-peptide fluorescence polarization, 1 h | inhibition, % at 24.9 µM | hit rate 0.92% among 300,000;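 active means mean inhibition of at least 30% with at least half of replicates also reaching 30%; inconclusive means no clear call, values can overlap the other calls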;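 further: 0% = DMSO neutral control and 100% = excess unlabeled competitor peptide PRC23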
OPRM1-OPRD1 ag: OPRM1-OPRD1 heterodimerization agonism | AID 504326 | cells, luminescence | hit rate 0.3% among 340,000 | P35372+P41143 | activation, % at 9.3 µM; in the data active means activation above about 18%;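 further: 0% = vehicle-treated cells and 100% = reference agonist; values of inactives mirror those of a sister screen read the other way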
Target sequence (P35372 whole entry, looked up): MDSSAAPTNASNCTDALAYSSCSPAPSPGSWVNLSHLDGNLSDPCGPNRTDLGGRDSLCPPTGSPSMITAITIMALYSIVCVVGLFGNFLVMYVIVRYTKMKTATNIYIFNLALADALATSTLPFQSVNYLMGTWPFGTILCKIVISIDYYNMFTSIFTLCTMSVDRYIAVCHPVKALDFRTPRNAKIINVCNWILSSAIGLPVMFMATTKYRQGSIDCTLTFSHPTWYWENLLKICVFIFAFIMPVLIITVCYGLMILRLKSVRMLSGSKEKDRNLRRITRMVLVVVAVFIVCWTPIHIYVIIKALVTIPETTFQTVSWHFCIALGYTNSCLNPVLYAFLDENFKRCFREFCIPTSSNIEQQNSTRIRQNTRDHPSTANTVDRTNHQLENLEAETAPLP
Target sequence (P41143 whole entry, looked up): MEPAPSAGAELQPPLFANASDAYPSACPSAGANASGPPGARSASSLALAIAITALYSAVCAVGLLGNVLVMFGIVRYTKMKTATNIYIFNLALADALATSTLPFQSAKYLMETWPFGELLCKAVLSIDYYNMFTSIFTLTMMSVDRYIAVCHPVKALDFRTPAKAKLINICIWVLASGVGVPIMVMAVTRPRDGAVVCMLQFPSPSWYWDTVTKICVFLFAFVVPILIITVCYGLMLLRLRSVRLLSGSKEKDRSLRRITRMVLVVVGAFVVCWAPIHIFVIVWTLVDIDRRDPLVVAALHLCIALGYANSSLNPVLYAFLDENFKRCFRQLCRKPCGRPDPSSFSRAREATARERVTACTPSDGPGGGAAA
Cardiac RTF inh: cardiac RTF calcium desensitization. AID 493244. P19429+P45379. IANBD-labeled cardiac RTF, Ca2+ fluorescence. hit rate 0.12% among 340,000. inhibition, % at 7.15 µM;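 active means inhibition above the mean inhibition of all tested compounds plus 3 SD, cut at about 17% in these data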;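 further: assay run at fixed EC70 calcium of 1.6 mM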
Keap1 Nrf2 FP: inhibitors of human Keap1-Nrf2 protein-protein interaction | inhibition, % at 9.4 µM | hit rate 0.15% among 340,000 | Q14145 | Keap1 Kelch-Nrf2 peptide fluorescence polarization, 1536-well | AID 504523; in the data active means inhibition above about 12%; inconclusive means no clear call, values can overlap the other calls; inactive means below about 7.3%;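 further: human Keap1 Kelch domain with fluorescein labeled Nrf2 9mer peptide probe; 0% = neutral control wells and 100% = peptide positive control; higher means more block of Keap1 binding to Nrf2 peptide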
V-ATPase pH: yeast V-ATPase proton transport regulation by pHLuorin | S. cerevisiae, pHLuorin cytosolic pH fluorescence | response, % at 10 µM | hit rate 0.37% among 350,000 | AID 504577; in the data active means response mostly above about 7.3%, no sharp cut-off; inactive means mostly below about 5.4%; further: actives read high; inactives centre near 0; some compounds called inactive have numbers as strong as hits; reference of the scale not given here
HTR5A ag ctr: counter-screen for OPRM1-OPRD1 agonists: human HTR5A agonism | P47898 | HTR5A agonist assay, luminescence, cell-based | activation, % at 9.3 µM | AID 504692 | hit rate 0.61% among 340,000; in the data active means activation mostly above about 9.5%, no sharp cut-off; inactive means mostly below about 7.6%;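 further: 0% = cells with vehicle only and 100% = reference agonist; strong numbers were not always called active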
MOR-DOR inv ag: inverse agonist of human OPRM1-OPRD1 heterodimerization; hit rate 0.21% among 340,000; AID 504357; inhibition, % at 9.3 µM; cell-based MOR-DOR heterodimer luminescence, inverse agonism; in the data active means inhibition above about 22%, passing the limit was not always enough;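 further: 0% = cells with DMSO and 100% = wells without cells with DMSO; values of inactives mirror those of a sister screen read the other way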
HTR5A inv ag: HTR5A inverse agonism, opioid heterodimer counter-screen; P47898; HTR5A cell line, luminescence; inhibition, % at 9.3 µM; hit rate 0.083% among 340,000; in the data active means inhibition mostly above about 23%, no sharp cut-off; inactive means mostly below about 18%;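 further: 0% = cells with DMSO and 100% = no-cell wells with DMSO; some compounds called inactive have numbers as strong as hits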
Numbers without * were called inactive; ? = inconclusive; . = not tested or not shown.

Order of results – LANA DNA inh | RTF Ca sens act | CAL-PDZ inh HTS | OPRM1-OPRD1 ag | Cardiac RTF inh | Keap1 Nrf2 FP | V-ATPase pH | HTR5A ag ctr | MOR-DOR inv ag | HTR5A inv ag
1. COCCn1c(C)cc(C(=O)CSc2nc3ccccc3c(=O)[nH]2)c1C
→ -0.6 | 8 | -5 | -1.9 | -2 | -1 | 0 | 1 | 10 | -2
2. CCn1cc(S(=O)(=O)Nc2cc(C)ccc2F)cn1
→ 0.2 | -7 | 0 | -1.4 | -3 | 1 | -4 | 1 | 7 | 15
3. CCN(CC)CCN1C(=O)C2C(C(=O)Nc3cccc(C)c3)C3C=CC2(O3)C1C(=O)NC1CCCC(C)C1C (configuration not stated)
→ -0.2 | -8 | 5 | 4.0 | 9 | -3 | 0 | -6 | -30 | 15
4. NNC(=S)NCCc1ccccc1
→ 0.0 | 1 | 6 | 0.6 | -8 | 1 | -4 | 2 | -3 | -6
5. CCOC(=O)c1cc(C)sc1NC(=S)Nc1ccccc1
→ -0.5 | 7 | 0 | 3.0 | 6 | -7 | -1 | 5 | -18 | -14
6. Cc1nn(-c2ccccc2)c(C)c1CN
→ -0.7 | -1 | -2 | -1.1 | 3 | 1 | 0 | 1 | 6 | -1
7. O=C(CSc1ncccc1C(=O)O)Nc1ccc2c(c1)OCCO2
→ 0.2 | -3 | -5 | -2.7 | -1 | -3 | -3 | 9 | 15 | -25
8. COc1cccc(OC)c1C(=O)NC(C)CCc1ccccc1 (configuration not stated)
→ 1.1 | -8 | -1 | -3.6 | 0 | 2 | -4 | -1 | 17 | 3
9. COc1ccc(Cc2n[nH]c(=S)n2C)cc1Br
→ 0.7 | -3 | . | 1.9 | 2 | -2 | -3 | 1 | -10 | -2
10. Cc1ccc(N2CC(C(=O)Nc3cc(C)on3)CC2=O)cc1 (configuration not stated)
→ 0.4 | -6 | -1 | -2.5 | 0 | 0 | -4 | 7 | 14 | -18
11. CCN(C(=O)Cn1cnc2c1c(=O)n(C)c(=O)n2C)C1CCS(=O)(=O)C1 (configuration not stated)
→ 0.1 | -3 | -1 | . | 0 | -1 | 1 | . | . | .
12. COC(=O)c1ccc(Oc2nc(NC(C)C)nc(NC(C)C)n2)cc1
→ -2.3 | -6 | -3 | 0.4 | -18 | 2 | -2 | 6 | -2 | 7
13. CC(C)c1ccc(CN(C(=O)c2ccco2)C2CCS(=O)(=O)C2)cc1 (configuration not stated)
→ 0.0 | 4 | -4 | -2.3 | 4 | 1 | -1 | -1 | 13 | 3
14. CC1(c2nnc(-c3ccccc3)o2)CC(c2ccc([N+](=O)[O-])cc2)=NO1 (configuration not stated)
→ 1.7 | 2 | -3 | 1.0 | -8 | -1 | 1 | 3 | -5 | -11
15. Cn1ncc2c(=O)[nH]nnc21
→ -0.5 | 0 | -4 | -3.8 | 0 | -6 | 4 | 2 | 20 | -7
16. Cc1cc(N2CCN(c3nc(-c4ccc([N+](=O)[O-])cc4)cs3)CC2)c2ccccc2n1
→ 1.6 | 16 | 3 | 5.2 | 4 | -5 | 3 | 7 | -25 | -28
17. CCCCn1c(N)c(N(CC(C)C)C(=O)CCNC(=O)c2ccc([N+](=O)[O-])cc2)c(=O)[nH]c1=O
→ 1.4 | -4 | -3 | -0.9 | 1 | 0 | -9 | -2 | 5 | 5
18. O=C(Nc1cccnc1)c1ccc(COc2ccccc2Br)o1
→ -2.4 | -3 | -5 | 2.0 | -7 | -1 | 7 | 0 | -11 | -15
19. CN(C)/N=C/c1ccc(P(c2ccc(/C=N/N(C)C)o2)c2ccc(/C=N/N(C)C)o2)o1
→ 1.8 | . | 0 | . | . | -1 | 3 | . | . | .
20. O=C(O)COc1ccccc1-c1nc(-c2ccccc2)c(-c2ccccc2)[nH]1
→ -0.1 | 7 | . | -1.6 | -9 | -6 | -2 | 0 | 8 | 4
21. O=C(Nc1ncc(Cc2ccccc2Cl)s1)C1=NCCN1
→ 0.4 | -3 | 4 | -0.1 | -3 | -5 | -1 | -3 | 1 | 9
22. COc1ccc(CNC(=O)N2CCN(c3ccccc3)CC2)cc1
→ -1.9 | 2 | -4 | -1.9 | -1 | -2 | 0 | -1 | 12 | -3
23. O=C(Cc1ccccc1)N/N=C/c1cccs1
→ -1.1 | 0 | -4 | -2.9 | 1 | 1 | -1 | 0 | 16 | -1
24. Cc1cc(C)c(Cn2c3ccccc3c3cnn(CC(=O)NCCN4CCOCC4)c(=O)c32)c(C)c1
→ -1.3 | -8 | 4 | -0.4 | 7 | -3 | -1 | -4 | 2 | -1
25. Cc1cc(C)c(S(=O)(=O)N2CCCOC2CNC(=O)C(=O)NCc2cccnc2)c(C)c1 (configuration not stated)
→ 2.6 | -6 | 7 | -0.2 | -6 | -4 | 0 | -2 | 2 | -24
26. CCOC(=O)C1=C(C)Nc2nnnn2C1c1cccnc1 (configuration not stated)
→ 0.3 | 3 | -11 | -1.7 | -9 | 1 | 2 | -3 | 10 | 15
27. CN(CC(=O)Nc1cccc(F)c1)C(=O)Cn1c(=O)cnc2ccccc21
→ 0.0 | 3 | 2 | -2.2 | -5 | -4 | -3 | -1 | 12 | 9
28. Cc1ccc(OCCC(=O)Nc2ccc(F)c(F)c2)cc1
→ 0.5 | 8 | 0 | 2.5 | 8 | -1 | -3 | 1 | -13 | -27
29. CCOC(=O)Cc1cnc(NC(=O)NC(C(=O)OCC)(c2ccccc2)C(F)(F)F)s1 (configuration not stated)
→ -0.2 | -2 | -1 | -2.2 | 0 | -2 | 1 | 1 | 11 | -29
30. N#CCCN(C(=O)COC(=O)c1cc(=O)c2ccccc2o1)c1ccccc1
→ -0.9 | 2 | . | -0.3 | -5 | 3 | 1 | -2 | 1 | 5
31. O=C(CCC(=O)c1ccc(F)cc1)NCc1ccccc1C(F)(F)F
→ -0.3 | -5 | -3 | 0.3 | -1 | 0 | 3 | 2 | -2 | -6
32. CC(=O)CN1C(=O)NC2(CCCc3ccccc32)C1=O (configuration not stated)
→ 0.3 | -4 | -3 | -2.2 | -5 | 0 | 0 | -3 | 10 | 10
33. CCOC(=O)CNC(=S)N(Cc1ccc(C)cc1)Cc1ccc(C)o1
→ -1.9 | -1 | -2 | -0.1 | -1 | -6 | 2 | 6 | 0 | 4
34. Cc1cccc(C)c1NC(=O)N1CCC(n2c(=O)[nH]c3ccccc32)CC1
→ 0.4 | 4 | 5 | . | 2 | 4 | -1 | . | . | .
35. Cc1cccn2c(=O)c3cc(C(=O)NCCN4CCOCC4)c(=N)n(CCCN4CCOCC4)c3nc12
→ -2.7 | 5 | -1 | -1.4 | -4 | 0 | -2 | -3 | 10 | 9
36. Cc1cc(-n2c(SCC(=O)Nc3ccc(F)c(F)c3)nc3n[nH]c(C)c3c2=N)ccc1Cl
→ -0.2 | -1 | 5 | 6.3 | -2 | -2 | 3 | 9.8* | -34 | -40
37. CCOc1ccccc1C(=O)NCCCCCC(=O)O
→ 1.5 | -7 | -4 | -2.9 | -6 | 2 | 0 | 0 | 15 | 2
38. O=C(NC1CCCC1)C(c1ccccn1)N(C(=O)c1csnn1)c1ccccc1Br (configuration not stated)
→ 1.1 | 5 | . | -0.9 | -5 | 1 | 7 | -2 | 6 | 6
39. CSc1ccc(CNc2cccc3ccccc23)cc1
→ -2.3 | 0 | -3 | 5.3 | -17 | 0 | 0 | 13 | -31 | -1
40. COc1ccc(OCCSc2nc3ccccc3n2CC(=O)O)cc1
→ -0.5 | 0 | 11 | -1.5 | 4 | ? | -2 | 0 | 9 | 7
41. CCC(=O)N(Cc1ccco1)c1nc(C(=O)Nc2ccc(Cl)cc2)c(C)s1
→ -2.2 | -3 | -2 | -2.1 | 4 | -15 | 4 | -1 | 13 | -3
42. COc1ccc(NS(=O)(=O)c2ccc3c(c2)NC(=O)CC(=O)N3)cc1OC
→ 0.7 | -2 | 3 | -1.8 | -4 | 3 | -2 | -2 | 9 | -5
43. O=C(c1ccc(Cn2cc([N+](=O)[O-])cn2)o1)N1CCCCCC1
→ 0.7 | 5 | -2 | -3.4 | -14 | 3 | 0 | 6 | 18 | -2
44. COc1ccc(CCC(=O)Nc2ccc(C(=O)c3ccncc3)cc2)cc1
→ -1.4 | 2 | -4 | -2.3 | 2 | -2 | 0 | -2 | 11 | 7
45. CCOc1ccc(-c2nnn(CC(=O)N3CCCC3)n2)cc1OCC
→ -0.1 | -2 | 3 | -1.4 | -7 | 3 | 1 | -1 | 8 | 23
46. NC(=O)c1nc[nH]c1C(=O)Nc1cccc(C(F)(F)F)c1
→ -0.5 | -2 | 0 | 0.1 | -3 | -3 | 2 | -1 | -1 | 21
47. CCOC(=O)Cn1nc(-c2ccccc2)c(-c2ccccc2)nc1=O
→ -1.7 | -6 | -4 | -3.4 | -3 | 1 | 0 | -6 | 16 | 21
48. O=C(CSc1nc2[nH]ncc2c(=O)n1-c1ccccc1)NCCc1ccccc1
→ 1.4 | 4 | . | -2.5 | -3 | 2 | 2 | -2 | 13 | 2
49. Cc1cc(C)nc(NS(=O)(=O)c2ccc(NC(=S)NC(=O)CC(C)C)cc2)n1
→ 0.1 | -2 | -4 | -0.3 | 8 | -8 | 0 | 2 | 2 | -16
50. O=C(CCn1c(=O)oc2ccccc21)NC1=NCCS1
→ 0.5 | 3 | -2 | -2.7 | -4 | 1 | 1 | -5 | 12 | 14
51. COc1ccc(C(=O)N/N=C/c2cccc3cccnc23)cc1
→ 2.1 | 3 | -1 | -0.7 | 2 | -6 | -1 | 9 | 4 | -24
52. O=C(NCc1ccco1)C1CCCN(S(=O)(=O)Cc2ccccc2)C1 (configuration not stated)
→ -0.7 | -2 | 2 | -1.3 | 4 | 3 | -1 | -1 | 7 | 2
53. Cc1cccc(C)c1OC(=O)CSc1nnc(-c2ccccc2)o1
→ -1.7 | 8 | -5 | 9.8 | -5 | -1 | 2 | 11* | -51 | -1
54. COc1cc(CCC(=O)NCc2ccc(F)cc2)cc(OC)c1OC
→ 1.4 | -3 | -2 | -2.9 | -6 | 4 | -1 | -2 | 14 | 7
55. C=CCNC(=O)c1ccc2c(=O)n(CCCN3CCCC3=O)c(=S)[nH]c2c1
→ 1.0 | -2 | 2 | -3.1 | -5 | 0 | 7 | -5 | 15 | 22
56. CC(C)(C)C(=O)OCc1nc(-c2ccc(C(F)(F)F)cc2)cs1
→ -1.6 | 3 | . | 0.6 | 0 | 8 | 21* | -3 | -3 | 21
57. Cc1ccc(C)c(S(=O)(=O)N2CCCCC2CCNC(=O)C(=O)NCc2ccco2)c1 (configuration not stated)
→ 2.2 | -6 | -10 | -2.8 | -15 | 1 | -5 | -1 | 15 | 3
58. COc1ccc(Br)cc1CN(C)C(=O)c1ccccc1OCc1c(C)noc1C
→ -0.6 | 2 | -1 | -0.4 | -2 | 0 | 6 | -2 | 3 | 9
59. O=C(NC1CCCC1)C1CCC(=O)N1C1CCCC1 (configuration not stated)
→ -1.6 | 5 | 7 | 0.6 | 11 | -2 | -2 | 0 | -4 | 0
60. CC(=O)n1cc(C2C(=O)CCCC2=O)c2ccccc21
→ 1.2 | -2 | -4 | 0.2 | -3 | 5 | 3 | -1 | -1 | 13
61. Cc1ccc(S(=O)(=O)N2CCN(Cc3ccccc3)CC2)c(C)c1N(C)S(=O)(=O)c1ccccc1
→ -0.8 | 5 | . | -1.2 | 1 | -1 | 0 | -2 | 7 | -31
